# Lipid storage S3 = qHTS Assay for Lipid Storage Modulators in Drosophila S3 Cells | Drosophila S3 cells, BODIPY lipid droplet fluorescence, 18-24 h; cells fed with added oleic acid | lipid storage change, negative = inhibition, % at the top dose, mostly 46.1 µM; hits show Potency in µM | 320,000 tested, 0.64% active | AID 2685; active = well fitted inhibition curve with a large enough effect in the signal ratio, with a control signal flat, not every such curve was filed as active; inconclusive = small, poorly fitted or top-dose-only effect, or effect the other way, or a change in a side signal; the % refers to the signal ratio
#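 Laser-scanning cytometry quantifies lipid droplet accumulation (500–530 nm total intensity; droplet/cell object ratio) in oleic acid-fed (400 uM added) Drosophila S3 cells treated with a concentration series. 20 uM Triacsin C defined 100% inhibition.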
# Lipid storage S3 cell count max = second read-out of Lipid storage S3, no call of its own (marks repeat the call); cell number change, %; measured here: cell count max response;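 cells counted by Cell Tracker Red CMTPX staining in the red channel; peak over a dose series mostly up to 46.1 µM; percent activity relative to internal control wells on each plate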
# Numbers without * were called inactive; i = inactive; ? = inconclusive; . = no result given; [ ] = dose if it differs, or a comment. % is set by controls: 0 for no effect and ±100 for the full control effect; potency is the fitted concentration of half-maximal effect. These rows are one share of the data, so the mix of outcomes need not match the whole.
mol | Lipid storage S3 | Lipid storage S3 cell count max
COc1cc(/C=C2/SC(=S)N(CCC(=O)Nc3ccc(C(=O)O)cc3)C2=O)cc(OC)c1OC | ? | .
CCS(=O)(=O)N1CCC(C(=O)NCc2cccs2)CC1 | ? | .
O=C(CSCc1cccc(F)c1)NCc1ccccc1 | 4% | 7
CCN(CC)CCNC(=O)CCCCn1c(=S)[nH]c2c([nH]c3ccc(OC)cc32)c1=O | ? | .
CCn1cc(C(=O)NCCO)c(=O)c2cc(F)c(N3CCN(C)CC3)cc21 | 1% | 16
Cc1ccc(NC(=O)N2CCC(C(=O)NCC(C)C)CC2)cc1 | 11% | -7
COC(=O)c1cccc(S(=O)(=O)N2CCC(c3nc4ccccc4o3)CC2)c1 | 9% | 7
CCOc1ccc(N=Nc2c(C)noc2C)cc1 | -2% | -1
COc1ccc(/C=N/n2cnnc2SCc2ccccc2)cc1 | ? | .
Cc1c(NS(=O)(=O)N2CCCC2)c(=O)n(-c2ccccc2)n1C | -8% | -9
CCN(CC)S(=O)(=O)c1ccc(N2CCOCC2)c(NC(=O)c2ccc(F)cc2)c1 | ? | .
CC(=O)Nc1ccc(NC(=O)Cc2ccc(F)cc2)cc1 | 13% | 2
Cc1ccc(Cn2ccc(NC(=O)c3cc(-c4ccc5c(c4)OCO5)on3)n2)cc1 | 15% | 15
COc1cccc(-c2ccc3c(N)c(C(=O)NC4CC4)sc3n2)c1 | ? | .
CCOc1ccccc1NC(=O)CCNC(=O)c1ccc(Cl)cc1 | -12% | 2

# Profiles, quoted from the list. Values in the order: Lipid storage S3, Lipid storage S3 cell count max
# Record of `COC(=O)c1cccc(S(=O)(=O)N2CCC(c3nc4ccccc4o3)CC2)c1` : 9%, 7
# Record of `COc1cccc(-c2ccc3c(N)c(C(=O)NC4CC4)sc3n2)c1` : ?, .
# Record of `Cc1c(NS(=O)(=O)N2CCCC2)c(=O)n(-c2ccccc2)n1C` : -8%, -9
# Record of `Cc1ccc(Cn2ccc(NC(=O)c3cc(-c4ccc5c(c4)OCO5)on3)n2)cc1` : 15%, 15

# Remaining list, next part.
mol | Lipid storage S3 | Lipid storage S3 cell count max
[O-][n+]1c2ccccc2c2n1CCN1CCOC21c1ccc(Cl)cc1 (centres undefined) | -16% | -26
CC[C@@]1(c2ccccc2)C(=O)N(C(=O)OC)N1C(=O)OC | ? | .
CN(Cc1ccccc1)c1nc2nonc2nc1N1CCCC(CN2CCCC2=O)C1 (centres undefined) | -16% | 19
CCOC(=O)C1=C(CN2CCOCC2)NC(=O)NC1c1cc(C)ccc1C (centres undefined) | ? | .
COc1cccc(/C=N/Nc2nc(Nc3ccc([N+](=O)[O-])cc3)nc(N3CCCC3)n2)c1O | ? | .
Cc1ccccc1NC(=O)c1sc2nc(N3CCOCC3)c3c(c2c1N)CCCC3 | ? | .
Cc1nc2ccccc2c2c1C(=O)N(C)C2=O | i | .
CCOC(=O)N1C(=O)[C@@](CC)(c2ccccc2)N1C(=O)OCC | -2% | -18
Cn1c(S(=O)(=O)c2ccc([N+](=O)[O-])cc2)nc(Br)c1Br | -21% | -4
COc1ccccc1N1CCN(C(=O)C2c3ccccc3Oc3ccccc32)CC1 | ? | .
Cc1ccc(N)c(C(O)(C(F)(F)F)C(F)(F)F)c1 | ? | .
COc1cc(CNC2CCCC2)cc(Cl)c1OCc1ccccc1Cl | ? | .
O=S1(=O)N=C2CCCCCN2C(c2ccc(F)cc2)N1 (centres undefined) | ? | .
CC(Cc1n[nH]c(=S)o1)c1ccccc1 (centres undefined) | ? | .
Cc1noc(C)c1C(=O)N1CCN(S(=O)(=O)c2cccc(Cl)c2Cl)CC1 | ? | .
Cc1cc(Cl)ccc1OC(C)C(=O)Nc1ccc(C(=O)Nc2ccccc2C(=O)O)cc1 (centres undefined) | ? | .
CCN(CCn1cccn1)C(=O)c1cc(COc2c(F)cccc2F)on1 | -18% | 6
CCOC(=O)c1nc(-c2ccc(OC)c(OC)c2)cnc1C#N | -3% | 8
CCC(C)NC(=O)Cn1cnc2sc(C)c(S(=O)(=O)N3CCN(c4ccccc4OC)CC3)c2c1=O (centres undefined) | ? | .
N#C/C(=C\c1ccc(OCc2ccccc2)cc1)C(N)=O | 4% | 4
CCOC(=O)CCCNC(=O)CCCNC(=O)C(c1ccccc1)c1ccccc1 | ? | .
Cc1ccc(-n2c([O-])nc(-[n+]3ccccc3)c2C=O)cc1 | i | -27
CC1(c2ccc(OC(F)F)cc2)NC(=O)N(CC(=O)c2ccc3c(c2)OCO3)C1=O (centres undefined) | 13% | 23
O=C(c1ccc(Cl)cc1)c1c[nH]c(C(=O)C(Cl)(Cl)Cl)c1 | i | 8
CC1Cc2ccccc2N1CC(=O)Nc1ccc2c(c1)OCO2 (centres undefined) | ? | .
N#Cc1cccc(NC(=O)COC(=O)CCc2nc3ccccc3c(=O)[nH]2)c1 | ? | .
c1ccc(Nc2cccc3c(Nc4ccccc4)cccc23)cc1 | -10% | 14
O=C(NCCCN1CCOCC1)C(C(=O)NCCCN1CCOCC1)c1ncc(C(F)(F)F)cc1Cl | ? | .
N#C/C(=C\c1cccnc1)c1nc2c(s1)CCCC2 | i | .
O=C(OCCCN=C1NS(=O)(=O)c2ccccc21)c1ccc(F)cc1 | 19% | -17
Cc1ccc(S(=O)(=O)N2CCN(CC(O)COc3ccccc3)CC2)cc1 (centres undefined) | ? | .
Cc1ncc([N+](=O)[O-])n1CC(=O)NCc1ccccc1 | 0% | -13
CCOC(=O)C1=C(C)N(CC(C)C)C(=O)/C1=C\c1cccs1 | -2% | -1
O=C(CCc1ccc(S(=O)(=O)NC2CCCCC2)cc1)NCc1ccc(Cl)cc1 | i | 25
Cn1nc(C(C)(C)C)cc1C(=O)Sc1cccc(Br)c1 | 11% | 5
COCCN(C(=O)COC(=O)CCC1CCCC1)c1c(N)n(Cc2ccccc2)c(=O)[nH]c1=O | 11% | 10
COCC(C)n1c(C)cc(C(=O)CSc2cc(C)c3ccccc3n2)c1C (centres undefined) | ? | .
Cc1ccc(CN(Cc2ccccc2)C(=S)Nc2ccccc2C)o1 | 4% | 3
COCc1c(C(=O)N/N=C/c2ccc(C)o2)nnn1-c1nonc1N | ? | .
COc1ccc(/C=N\NC(=O)COc2ccccc2Cl)cc1Cn1nc(C)cc1C | ? | .
O=C(NCC1CCN(Cc2cccc(Cl)c2)CC1)Nc1ccccc1Cl | i | 12
Cc1ccc(S(=O)(=O)/N=C/N(C)C)cc1 | ? | .
O=C(c1c(Cl)cccc1Cl)N1CCN(c2ccccn2)CC1 | ? | .
CC1=CC(C)(C)NC(=S)N1c1ccc(C)cc1C | 5% | 0
O=C(N/N=C/c1cccc(Br)c1)C1CC(=O)N(c2ccccc2)C1 (centres undefined) | ? | .

# Arranged by length of the SMILES (lowest first): 3 of the compounds above.
mol | Lipid storage S3 | Lipid storage S3 cell count max
CCOC(=O)C1=C(C)N(CC(C)C)C(=O)/C1=C\c1cccs1 | -2% | -1
Cc1ccc(S(=O)(=O)N2CCN(CC(O)COc3ccccc3)CC2)cc1 (centres undefined) | ? | .
O=C(CCc1ccc(S(=O)(=O)NC2CCCCC2)cc1)NCc1ccc(Cl)cc1 | i | 25

# Following part:
mol | Lipid storage S3 | Lipid storage S3 cell count max
OCC1CCCN(Cc2ccc(-c3ccccc3)cc2)C1 (centres undefined) | 5% | -15
COc1cc(S(=O)(=O)NC2CCCC2)ccc1-n1cnnn1 | i | 3
CCOC(=O)C1(Cc2ccccc2)CCN(Cc2cccc3c2OCO3)CC1 | -20% | -1
COc1ccc(-c2[nH]ncc2CNCCc2ncccc2C)cc1F | 15% | -13
CN(c1ccccc1)S(=O)(=O)c1ccc(Cl)c(C(=O)Nc2ccc(N3CCOCC3)cc2)c1 | 8% | .
CCCCc1nnc(NC(=O)CSc2nc(N)cc(=O)[nH]2)s1 | -17% | 5
Cc1cc2ccc(C)c(C)c2nc1SCC#N | 4% | -14
O=C(Cc1csc(NC(=O)Nc2cccc(Cl)c2)n1)NC1CCCC1 | 10%[0.0737 µM] | -17
O=C(c1ccco1)N1CCN(Cc2cc(=O)c(OCc3ccccc3)co2)CC1 | ? | .
CC(=O)c1ccc(OCc2cc(=O)n3ccsc3n2)cc1 | ? | .
Cc1ccc(S(=O)(=O)N2CCN(CC(=O)Nc3ccc4c(c3)CCC4)CC2)cc1C | 28% | 18
CCC(NC(=O)OC(C)(C)C)C(=O)Oc1ccc2c3c(c(=O)oc2c1)CCC3 (centres undefined) | ? | .
Cc1ccc(NC(=O)/C=C/c2cccc(C(F)(F)F)c2)cc1 | 0% | -2
CCc1cc2c(CN(C)Cc3ccccc3F)cc(=O)oc2cc1O | ? | .
Cc1ccc(S(=O)(=O)N[C@@H](C)C(=O)N2CCC(C(=O)N[C@@H](Cc3ccccc3)C(=O)O)CC2)cc1 | ? | .
COc1cc(NC(=O)COC(=O)CNC(=O)c2ccc(C)cc2)c(C)cc1[N+](=O)[O-] | 4% | 2
COc1cc(C2OC(=O)c3c2ccc(OC)c3OC)ccc1O (centres undefined) | ? | .
Cc1occc1-c1nnc(SCC(=O)N2CCOCC2)n1CCc1ccccc1 | i | .
CC(C)c1ccc(NC(=O)CNC(=O)Cn2cnc3ccccc3c2=O)cc1 | -1% | -6
CCOC(=O)C1=C(C)Nc2ccccc2N/C1=N\S(=O)(=O)c1cccc(Cl)c1 | ? | .
O=C(NCCc1c[nH]c2ccccc12)c1ccc(F)cc1F | ? | .
CC(=O)Nc1ccccc1Sc1ccccc1 | ? | .
O=C(NCCc1ccccc1)/C(=N\O)c1ccccc1 | 17% | 13
C=CCOC(=O)c1cn(CC)c2nc(C)ccc2c1=O | 7% | 19
CC(=O)c1sc(NS(=O)(=O)c2ccc(C)cc2)nc1-c1ccccc1 | 10% | 18
COc1ccccc1C(=O)Nc1cccc(C(=O)N2CCOCC2)c1 | ? | .
COc1cccc(CN2CCNC(=O)C2CC(=O)N(C)C2CCOCC2)c1OC (centres undefined) | 40% | -3
O=C(Cc1ccccc1)N1CCC(O)(c2cccnc2)CC1 | 2% | 7
O=c1c2cc(N3CCOCC3)ccc2[nH]c(=S)n1Cc1ccc(Cl)cc1 | ? | .
CC(=O)c1ccc(NC(=O)c2cnn3ccccc23)cc1 | ? | .
CC(=O)c1cccc(NC(=S)NC2CC2)c1 | 2% | -14
COc1cc(S(=O)(=O)N(Cc2ccccc2)CC2CCCO2)ccc1-n1cnnn1 (centres undefined) | -7% | 6
O=C(CN1C(=O)NC2(CCCCC2)C1=O)N1CCN(S(=O)(=O)c2ccc(F)c(F)c2F)CC1 | ? | .
COc1ccccc1NC(=O)c1ccc(NC(=O)CSc2ncn[nH]2)cc1 | -7% | -3
N=c1c2c(ncn1Cc1ccco1)Oc1ccc3ccccc3c1C2c1ccccc1 (centres undefined) | ? | .
COc1ccc(C(C)=O)cc1CS(=O)(=O)CC(=O)O | i | .
CCOc1ccccc1CN1CCC(n2nccc2NC(=O)CCCc2ccccc2)CC1 | ? | .
O=C(COc1ccc(Cl)cc1Cl)Nc1ccc2nc3n(c(=O)c2c1)CCCC3 | ? | .
O=C(c1ccccc1[N+](=O)[O-])N1CCN(Cc2ccc3c(c2)OCO3)CC1 | 14% | 3
CCN(Cc1ccccc1)C(=O)CCS(=O)(=O)c1ccc2c(c1)CCN2C(C)=O | ? | .
CC(C)(C)OC(=O)N1CCN(C(=O)[C@H](Cc2ccc(O)cc2)n2cc(CCO)nn2)CC1 | ? | .
COc1ccc(CN2CC(C(=O)NCCN3CCN(c4ccccc4F)CC3)CC2=O)cc1 (centres undefined) | i | .
CC(Sc1nnc(-c2ccc(Cl)cc2)n1N)C(=O)NCC1CCCO1 (centres undefined) | -27% | -10
CC(C)(C)c1cc[n+](-c2[nH]c(=O)sc2/C=N/NC([S-])=Nc2ccccc2)cc1 | -7% | 14
CCN(CC)c1ccc(/C=N/NC(=O)c2c(Cl)cnn2C)c(O)c1 | ? | .
Cc1ccc(NC(=O)NCCN2CCCCC2)cc1 | ? | .
OCCNCCOc1ccc(Cl)c(Cl)c1 | 1% | 18
Cn1c(=O)[nH]c(=O)c2c1nc(NN)n2CCOc1ccccc1 | ? | .
Cn1cnnc1SCC(C)(C)NS(=O)(=O)c1ccc(Cl)cc1 | ? | .
Cc1ccc(NCc2nc3ccccc3n2C)cc1 | i | .
CCC(C(=O)NC1CCCC1)N(C(=O)Cn1nnc(-c2ccc(C)o2)n1)c1cnc2ccccc2c1 (centres undefined) | 10% | -13
Cc1cccc(NC(=O)c2cc(NC(=O)C3CCCCC3C(=O)O)ccc2N2CCOCC2)c1 (centres undefined) | -16% | -4
CCCOC(=O)C1=C(C)NC2=C(C(=O)CCC2)C1c1cc(OC)ccc1OC (centres undefined) | i | -2
COCCCC1CCN(C(=O)c2cc(COc3cc(C)ccc3C)on2)CC1 | ? | .
Cc1nc(SCC(=O)Nc2ccccc2Cl)c2c(C)c(C)sc2n1 | ? | .
CCOc1cc(C(=O)Nc2ccncc2)cc(OCC)c1OCC | -5% | 3
COc1ccccc1-c1nnc(N(C)C(=O)C2CCCO2)s1 (centres undefined) | ? | .
Clc1ccc2nc(SCc3nnc(-c4ccccc4)o3)[nH]c2c1 | -5% | 0

# Ordered by the number under Lipid storage S3 (descending): some entries from above
mol | Lipid storage S3 | Lipid storage S3 cell count max
CCC(C(=O)NC1CCCC1)N(C(=O)Cn1nnc(-c2ccc(C)o2)n1)c1cnc2ccccc2c1 (centres undefined) | 10% | -13
OCCNCCOc1ccc(Cl)c(Cl)c1 | 1% | 18
Clc1ccc2nc(SCc3nnc(-c4ccccc4)o3)[nH]c2c1 | -5% | 0
Cc1cccc(NC(=O)c2cc(NC(=O)C3CCCCC3C(=O)O)ccc2N2CCOCC2)c1 (centres undefined) | -16% | -4

# Screening results as filed in PubChem.
